High-throughput results deposited in PubChem by The Scripps Research Institute Molecular Screening Center.
PAFAH1B3 inh = PAFAH1B3 enzyme inhibitors, primary screen, biochemical, fluorescence polarization, human; inhibition, % at 3.39 µM; AID 492972, 2010; 340,000 tested, 0.28% active; recombinant PAFAH1B3, FP-rhodamine probe; Platelet-activating factor acetylhydrolase IB subunit alpha1 (Homo sapiens), Q15102;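 active = inhibition above the screen-wide average of all tested compounds plus 3 SD, cut at about 25% in these data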;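 note: 0% = enzyme with DMSO only and 100% = wells lacking PAFAH1B3 protein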
Target sequence (Q15102 whole entry, looked up): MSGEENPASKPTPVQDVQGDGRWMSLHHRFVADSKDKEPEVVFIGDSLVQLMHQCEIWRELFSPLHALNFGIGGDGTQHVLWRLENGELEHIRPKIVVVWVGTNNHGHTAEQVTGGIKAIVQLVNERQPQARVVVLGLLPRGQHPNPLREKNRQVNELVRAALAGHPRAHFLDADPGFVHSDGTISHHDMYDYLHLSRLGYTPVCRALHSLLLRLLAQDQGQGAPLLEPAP
PAFAH1B2 inh = PAFAH1B2 enzyme inhibitors, primary screen, biochemical, fluorescence polarization, human; recombinant PAFAH1B2, FP-rhodamine activity probe; 340,000 tested, 1.2% active; Platelet-activating factor acetylhydrolase IB subunit alpha2 (Homo sapiens), P68402; AID 492953, 2010; inhibition, % at 3.39 µM;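 active = inhibition above the mean of all tested compounds plus 3 SD, cut at about 24% in these data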;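 note: 0% = enzyme with DMSO and 100% = wells lacking PAFAH1B2; many of its hits are not listed in these tables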
Target sequence (P68402 whole entry, looked up): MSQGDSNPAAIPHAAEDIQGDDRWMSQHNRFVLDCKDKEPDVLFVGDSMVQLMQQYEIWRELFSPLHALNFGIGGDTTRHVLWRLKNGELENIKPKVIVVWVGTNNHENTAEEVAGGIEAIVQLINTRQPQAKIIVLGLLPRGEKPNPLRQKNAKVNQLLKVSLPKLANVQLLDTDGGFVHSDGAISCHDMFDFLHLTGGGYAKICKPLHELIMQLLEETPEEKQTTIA
The depositor's hits bear a star.

SMILES | PAFAH1B3 inh | PAFAH1B2 inh
CCN(C(=O)CSc1n[nH]c(-c2ccc(OC)cc2)n1)c1c(N)n(Cc2ccccc2)c(=O)[nH]c1=O | 4.0 | -2.0
CC1CN(C(=O)NCc2ccccc2)c2cc(Cl)ccc2O1 (stereo not given) | 3.0 | 6.4
Nc1nc(N)c(-c2cccc(C(F)(F)F)c2)c(Cc2cccc(C(F)(F)F)c2)n1 | 5.9 | 12.0
CCN(CC)CCOC(=O)c1ccc(N/C=C(/C#N)c2nc(-c3cc4ccccc4oc3=O)cs2)cc1 | 6.6 | 1.3
CCCCN1CC(COCc2ccccc2)Oc2cccc(N3CCCC3)c2S1(=O)=O (stereo not given) | 12.1 | 1.0
Cc1cc(/C=N/NC(=O)c2cccc(N(C)C)c2)c(C)n1-c1cc(C(=O)O)cc(C(=O)O)c1 | 5.5 | 2.7
Cn1nc(C(=O)NNC(=O)Cc2ccc(S(=O)(=O)N3CCOCC3)s2)c2ccccc2c1=O | 6.7 | 5.4
O=C1CCC[C@@H]2C[C@@]3(C[C@@H]4CCN1[C@H]24)Nc1cc(Cl)ccc1NC3=NC1CCCCC1 | 2.1 | 1.2
COc1ccc(CCN(C)C/C=C/c2ccccc2)cc1OC | 0.3 | 2.3
O=C(/C=C/c1ccc([N+](=O)[O-])cc1)Nc1ncc([N+](=O)[O-])s1 | 7.5 | 10.6
CC1CCN(S(=O)(=O)c2ccc(NC(=O)CCNC(=O)c3ccc(Cl)cc3)cc2)CC1 | -0.5 | 8.3
O=C1/C(=C\c2cc(Cl)c(O)c(Cl)c2)SC(=S)N1Cc1ccccc1 | -72.4 | -44.9
CCN(C(=O)COC(=O)CNC(=O)c1cccs1)c1c(N)n(Cc2ccccc2)c(=O)[nH]c1=O | 6.7 | -3.7
Cc1cccc2nc(Cn3c(=O)n(CCC(=O)NCc4ccco4)c(=O)c4ccccc43)cc(=O)n12 | 3.1 | 2.0
CC(C)C[C@H]1CN([C@@H](Cc2ccc(O)cc2)CN2CCC[C@@H]2CN2C(=O)C(=O)NC[C@@H]2Cc2ccccc2)C(=O)C(=O)N1CC1CCCCCC1 | 5.3 | 0.9
N#Cc1ccc(COC(=O)CN2C(=O)NC3(CCCC3)C2=O)cc1 | -2.5 | -2.4
COc1ccc2c(ccc[n+]2CC(=O)c2ccccc2)c1 | -4.2 | -7.3
Cc1cn(C(C)C)c(=O)n(-c2ccccc2)c1=O | 2.4 | 1.1
Cc1nn(-c2ncc(C(F)(F)F)cc2Cl)c(=O)n1-c1ccccc1Cl | 5.1 | 7.2
COC(=O)Cn1c(C)c(/C=C/c2cc[n+](C)cc2)c2ccccc21 | 2.8 | 0.8
O=C(CCCC(=O)NN=Cc1ccccc1Cl)NN=Cc1ccccc1Cl | 7.2 | -0.4
Cn1c(=O)c2[nH]c(Cc3cccc(O)c3)nc2n(C)c1=O | 8.4 | 2.8
C=C(C)[C@@H]1CC=C(CO)CC1 | -3.2 | -2.1
COC(C[C@H](O)C[C@@H](O)[C@H](C)OCc1ccccc1)OC | 4.0 | 2.6

For reference, some entries already given:
SMILES | PAFAH1B3 inh | PAFAH1B2 inh
O=C(CCCC(=O)NN=Cc1ccccc1Cl)NN=Cc1ccccc1Cl | 7.2 | -0.4
Cn1c(=O)c2[nH]c(Cc3cccc(O)c3)nc2n(C)c1=O | 8.4 | 2.8
C=C(C)[C@@H]1CC=C(CO)CC1 | -3.2 | -2.1
COC(C[C@H](O)C[C@@H](O)[C@H](C)OCc1ccccc1)OC | 4.0 | 2.6

Carrying on.
SMILES | PAFAH1B3 inh | PAFAH1B2 inh
CC(C)OC(=O)c1ccc(NCc2cc(O)ccc2O)cc1Cl | 13.5 | 0.9
CCCCN1CC(COC)Oc2cccc(F)c2S1(=O)=O (stereo not given) | 10.8 | 0.5
CCOc1ccc(C(=O)NCC2CCN(CC3CCCCC3)CC2)cc1 | 10.4 | -4.4
COc1ccc2c(c1)CC(C(=O)Nc1ccc(Cl)cc1)/C(=N/O)O2 (stereo not given) | 6.2 | 5.5
CS(=O)(=O)Nc1ccc(C(=O)N2CC(=O)Nc3ccccc32)cc1 | 1.0 | 3.3
COc1cc(C(=O)N/N=C/c2cn(Cc3ccccc3)c3ccccc23)ccc1O | 10.5 | 6.4
CC(C)CNC(=S)N1CCC(Cc2ccccc2)CC1 | 7.8 | -1.3
O=C(Cc1ccccc1[N+](=O)[O-])NCC1(c2cccc3c2OCO3)OCCO1 | 2.3 | 3.8
COc1ccc2cc(CNCCOCCOCCNCc3ccc4cc(OC)ccc4c3)ccc2c1 | 8.5 | 1.3
Cc1ccc(NC(=O)CN2C(=O)N/C(=C\c3cccn3-c3cccc(C(=O)O)c3)C2=O)cc1 | 10.5 | 5.9
C[C@H](CO)N1C[C@H](C)[C@@H](CN(C)S(=O)(=O)c2ccccc2)Oc2c(NC(=O)C3CC3)cccc2C1=O | 10.6 | -5.7
O=C(COC(=O)c1ccc2ncsc2c1)Nc1cc(Cl)ccc1F | 4.0 | 1.6
O=C(OCN1C(=O)c2ccccc2C1=O)c1cc(S(=O)(=O)N2CCOCC2)ccc1F | 2.5 | -3.6
CCOC(=O)C1CCN(C(=O)COC(=O)CNS(=O)(=O)c2ccc(SC)c([N+](=O)[O-])c2)CC1 | 3.8 | 10.6
C=CCSc1nc2sc3c(c2c(=O)[nH]1)CC(C)(C)OC3 | 10.4 | 1.5
Cc1cnc(C(=O)NCCc2ccc(Cl)cc2)cn1 | -5.9 | 16.9
COCC(=O)N1CCC(Oc2ccc(C(=O)NCCCC3CCCC3)cc2)CC1 | 8.6 | 10.9
COc1ccc(Cl)cc1NC(=O)CSc1nnc(C2CC2)n1N | 8.3 | 5.5
Cc1ccccc1OC(=O)c1cccnc1 | 5.3 | 4.4
O=C(c1cc(Cl)cc(Cl)c1)N1CCC2CC1c1cc(-c3ccc4c(c3)OCO4)ccc12 (stereo not given) | 3.0 | 0.9
O=C(c1ccccc1)c1cc(Cl)ccc1N1C(=O)C=CC1=O | 5.0 | 1.6
C=CCNC(=O)CSc1nc2ccccc2c(=O)n1CCc1ccc(OC)c(OC)c1 | 11.6 | 5.1
CC(C)(C)c1ccc(S(=O)(=O)N2CCN(C(=O)c3ccc4c(c3)C(=O)N(Cc3ccncc3)C4=O)CC2)cc1 | 2.3 | 0.7
C#CCOCCOCCOCCNc1nc(N2CCN(C(=O)[C@H](CCCCN)n3cc(CC(C)O)nn3)CC2)nc(N2CCN(C(=O)[C@H](Cc3ccc(O)cc3)n3cc(CCO)nn3)CC2)n1 (stereo not given in full) | 4.3 | 3.5
O=C(CN1CCN(c2cnn(-c3ccccc3)c(=O)c2Cl)CC1)NC1CCS(=O)(=O)C1 (stereo not given) | 2.3 | 0.1
COc1ccc(N2CCN(C(=O)CSc3ncnc4c3cnn4-c3ccc(OC)cc3)CC2)cc1 | -1.6 | 1.4
CCC(=O)c1ccc(OC)c(OC)c1OCc1ccccc1 | 8.7 | -0.9
CCN1C[C@@H]2[C@@H]3C(=O)N(C)C(=O)[C@@H]3[C@](CC)(C1=O)N2C(=O)c1ccc(Cl)cc1 | 11.2 | 7.5
COc1ccc2c(c1)c1ccc3c(c1n2C)C(=O)C=CC3=O | 31.0* | 44.8*
C[C@H](NS(=O)(=O)c1ccc(Cl)cc1)C(=O)OCC(=O)Nc1cc(S(=O)(=O)N2CCOCC2)ccc1Cl | 2.2 | -1.6
Nc1c(Cl)cc2c(c1Br)Cc1ccccc1-2 | 6.8 | 5.0
N#C/C(=C\c1cccc([N+](=O)[O-])c1)C(=O)NCc1ccc(Cl)cc1 | -1.2 | 14.2
O=[N+]([O-])c1ccc(-c2nc(Nc3ccc(O)cc3)c3ccccc3n2)cc1 | 18.5 | 5.7
CN(CCc1ccccc1)C(=O)c1ccc(NC(=O)Cc2ccc(NC(=O)C3CCN(C(=O)c4ccccc4)CC3)cc2)cc1 | 6.3 | 8.0
COC(=O)c1ccc(OCC(O)CN2C(=O)NC(C)(C)C2=O)cc1 (stereo not given) | 3.9 | 1.0
O=S1(=O)CCC(NC(=S)SCc2ccccc2Br)C1 (stereo not given) | 6.8 | -5.7
COc1ccc(CCC(=O)NNC(=O)Nc2cccc(Cl)c2)cc1 | 9.6 | 2.9
Cc1ccc2nc3cc([N+](=O)[O-])cc([N+](=O)[O-])c3cc2c1 | 13.4 | 12.7
Cc1cc(=O)oc2cc(OCC(=O)NC3(C#N)CCCCC3)c(Cl)cc12 | 6.0 | 4.5
O=C(NN=Cc1ccc([N+](=O)[O-])cc1)C1CC1 | 5.4 | -0.1
COc1cc(OC)cc(C(=O)N2CCN(C3CCC(C)CC3)CC2)c1 (stereo not given) | 5.7 | 8.5
CC(C)C1(c2ccsc2)NC(=O)NC1=O (stereo not given) | 10.7 | 1.5
C(#Cc1ccccc1)C[N+]1(CC#Cc2cccc3ccccc23)CCOCC1 | 14.3 | 8.2
COC(C[C@H]1O[C@H]1[C@H](O)[C@H](C)OCc1ccccc1)OC | 6.0 | 5.1
O=c1[nH]cc(NCc2ccccc2)c(=O)[nH]1 | 3.2 | 3.6
CSc1ncc2[nH]c(C(O)c3ccccc3)nc2n1 (stereo not given) | 8.5 | 2.1
CCC(C)[C@H](NS(=O)(=O)c1ccc(F)cc1Br)C(=O)OC (stereo not given in full) | 5.0 | 7.0
Cc1oc2c(C)c3oc(=O)c(CC(=O)N[C@@H](CCCNC(N)=O)C(=O)O)c(C)c3cc2c1C | 4.0 | 2.4

PAFAH1B3 inh, what is marked active above
SMILES | PAFAH1B3 inh | PAFAH1B2 inh
COc1ccc2c(c1)c1ccc3c(c1n2C)C(=O)C=CC3=O | 31.0* | 44.8*

(next part)
SMILES | PAFAH1B3 inh | PAFAH1B2 inh
O=C(N/N=C\c1cccnc1)c1ccc(Cl)s1 | 2.7 | -2.5
O=c1c2c3nc4ccccc4nc3n(Cc3ccccc3)c2ncn1Cc1ccco1 | -1.4 | -3.3
CNCc1cc(Cl)cc(OC)c1OC(C)C | 0.2 | 3.4
Cc1ccc(NC(=O)c2ncn(CCCN(C)CCc3ccccn3)n2)cc1C | 3.7 | 6.7
CC(=O)Nc1cccc(C(=O)OCC(=O)N(c2ccccc2)C2CCS(=O)(=O)C2)c1 (stereo not given) | 2.3 | 3.5
O=C(NCc1ccccn1)C1CCN(S(=O)(=O)c2ccccc2C(F)(F)F)CC1 | 1.2 | 1.5
O=C1OC(c2cc(Br)c(O)c(Br)c2)c2ccccc21 (stereo not given) | -0.8 | 5.8
CN(CCc1ccccc1)C(=O)c1ccc(NC(=O)Cc2ccc(NC(=O)C3CCCN(C(=O)C4CCC4)C3)cc2)cc1 (stereo not given) | 8.4 | 6.9
O=C1C(F)=CC(COC(c2ccccc2)(c2ccccc2)c2ccccc2)OC1n1cc(F)c(=O)[nH]c1=O (stereo not given) | -3.7 | 3.7
O=C(NNS(=O)(=O)c1ccc([N+](=O)[O-])cc1)c1ccccc1 | 13.1 | 3.2
CC(CCc1ccccc1)NC(=O)c1ccc(Br)cc1 (stereo not given) | 6.8 | 4.3
CCCCN(C(=O)c1cccc(S(=O)(=O)N(CC)c2ccccc2)c1)c1c(N)n(CCCC)c(=O)[nH]c1=O | 4.5 | 1.4
COc1ccc(S(=O)(=O)Nc2ccc(C)c(S(=O)(=O)N3CCOCC3)c2)cc1[N+](=O)[O-] | -2.4 | -1.8
O=c1ccn([C@@H]2O[C@H](CNS(=O)(=O)c3cc4ccccc4s3)[C@@H](O)[C@H]2O)c(=O)[nH]1 | 7.0 | 9.3
COc1ccc(S(=O)(=O)NCCC(=O)OCc2cc(=O)oc3cc(C)ccc23)cc1[N+](=O)[O-] | 5.0 | 2.4
Cc1nc(Nc2ccccc2O)c2oc3ccccc3c2n1 | 3.6 | 0.2

In a second layout: entries from further up
Fields – PAFAH1B3 inh | PAFAH1B2 inh
O=c1ccn([C@@H]2O[C@H](CNS(=O)(=O)c3cc4ccccc4s3)[C@@H](O)[C@H]2O)c(=O)[nH]1
→ 7.0 | 9.3
COc1ccc(S(=O)(=O)NCCC(=O)OCc2cc(=O)oc3cc(C)ccc23)cc1[N+](=O)[O-]
→ 5.0 | 2.4
Cc1nc(Nc2ccccc2O)c2oc3ccccc3c2n1
→ 3.6 | 0.2

Additional records
SMILES | PAFAH1B3 inh | PAFAH1B2 inh
COc1ccccc1NS(=O)(=O)c1cccc(C(=O)N/N=C(/C)c2ccc(-n3ccnc3)cc2)c1 | 13.2 | 7.0
O=C(COC(=O)c1cnccn1)c1ccccc1 | 6.8 | 4.3
CCOC(=O)c1c(C)n(-c2ccc(C)cc2)c2ccc(OCC(O)CN3CCN(C)CC3)cc12 (stereo not given) | 3.4 | -8.5
COc1ccccc1CNC(=O)COC(=O)c1c[nH]c2ccccc12 | 5.5 | 0.5
Cc1ccc(NC(=O)COC(=O)c2oc3ccccc3c2C)cc1S(=O)(=O)N1CCOCC1 | 2.7 | 0.9
COC(=O)C=CC(=NNc1ccccc1)c1ccccc1 | 7.4 | 3.1
COc1ccc(C(c2nnnn2CCc2ccccc2)N2CCN(C)CC2)cc1OC (stereo not given) | 7.3 | -2.1

An excerpt. The share of hits here may be higher or lower than overall.
